# BCR signal inh = chronic active BCR signaling inhibition; ABC-DLBCL IkBa-CBG/CBR reporter, luminescence ratio, 4 h; Potency, µM (highest dose often 46.1 µM), for inactives: at the top dose ratio change, negative = lower green/red ratio, most hits filed as inhibitors; 340,000 tested, 0.05% active; active = well fitted inhibition curve with a large enough effect in the signal ratio, with a control signal flat, not every such curve was filed as active; inconclusive = small, poorly fitted or top-dose-only effect, or effect the other way, or a change in a side signal; the % refers to the signal ratio;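 also: potency is read from the fitted curve at half-maximal effect; plate controls were basal doxycycline-induced cells for no effect and cells given 10 µM MG132 for full effect; MG132 reads +100%, hits lower the ratio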
#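 Concentration-response series (up to 46 uM) were applied to TMD8 dual-reporter cells for 4 h at 37C with doxycycline. Green/red ratio, after filter-overlap correction, defined %Activity; red signal alone was normalised to basal cells and zero luminescence.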
# TSHR antag = human thyrotropin receptor antagonism. P16473. TSHR-expressing cells, TSH-stimulated cAMP HTRF, 2 h; stronger effect = lower value. activity change, negative = inhibition, % at 11.5 µM. 330,000 tested, 0.2% active;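 active = activity change below a set negative limit, meaning inhibition stronger than a set level, cut at about -70% in these data; inconclusive = activity change between two set negative limits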; also: % is scaled to controls: 0 for no effect and ±100 for the full control effect
#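 Competitive HTRF cAMP read-out (cryptate anti-cAMP antibody, cAMP-d2; 30 min, room temperature) in freshly harvested TSHR cells. Compounds added before TSH at EC80 (4nM final), followed by 2 hours' incubation at 37 deg C.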
# Giardia killer = kills Giardia lamblia; Giardia lamblia trophozoite viability; activity change, % at 7.66 µM, hits read low; 340,000 tested, 0.15% active; in the data active = activity change below about -80%; inconclusive = between about -30% and that limit;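 also: parasites exposed to compound for two days anaerobically before the ATP read; % is scaled to controls: 0 for no effect and ±100 for the full control effect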
#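 Killing of trophozoites was scored by loss of ATP luminescence after a 48 hrs anaerobic exposure to compounds at 37 deg C, using 100 cells per well.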
# TCR activator = activators of T cell receptors; primary human leukocytes, anti-CD3, IL-2 HTRF, 48 h; Potency, µM (top dose mostly 9.22 µM), inactives show at the highest dose activation of IL-2 secretion, most hits filed as activators; 330,000 tested, under 10 active; AID 504894; also: % of control where 0% means no effect
#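 Primary human leukocytes receive a-CD3 beads and test compound and are incubated 48 hr. Secreted IL-2 is then assayed by HTRF, measuring 665nm acceptor emission after 320nm excitation of the europium donor.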
# Coupling enz = coupling enzyme interference in Giardia aldolase counter-screen. 290,000 tested, 0.67% active. coupling enzyme system counterscreen, AmpLite Red fluorescence. AID 2472. activity change, negative = inhibition, % at 58.2 µM, hits read low; in the data active = activity change below about -30%; also: % is scaled to controls: 0 for no effect and ±100 for the full control effect
#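 Counterscreen of the coupled detection system alone, without aldolase: glyceraldehyde-3-phosphate coupling enzymes plus AmpLite Red readout. Compounds at 57.5 uM final, 10 min RT preincubation, 20 min RT reaction, fluorescence 525/598 nm.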
# CXXC DNA block = MLL CXXC-DNA interaction inhibition; MLL-CXXC / FITC-HOXA9 DNA fluorescence polarization; Potency, µM (top dose mostly 115 µM), without a hit: at the highest dose activity change, negative = inhibition, most hits filed as inhibitors; Q03164; 290,000 tested, 0.037% active; active = well fitted inhibition curve with a large enough effect in the polarisation, with a control signal flat, not every such curve was filed as active; inconclusive = small, poorly fitted or top-dose-only effect, or effect the other way, or a change in a side signal; inactive = no such curve, though single readings can be large or run the other way; the % refers to the polarisation; also: potency is read from the fitted curve at half-maximal effect
#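 Fluorescence polarization: 7 uM MLL-CXXC (stock) preincubated 5 min with compounds, then 50 nM fluorescein-HOX-A9 DNA (stock) added; 30 min ambient. Buffer 50 mM Tris-HCl pH 7.5, 50 mM NaCl, 1 mM DTT, 0.05% BSA.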
# GALK inhibitor = blocks human galactokinase activity; P51570; Purified GALK, Kinase-Glo residual ATP luminescence; Potency, µM (series often up to 57.5 µM), inactives show at the highest dose activity change, negative = inhibition, hits mostly inhibitors; 270,000 tested, 0.007% active; also: potency is read from the fitted curve at half-maximal effect; % is scaled to controls: 0 for no effect and ±100 for the full control effect
# Target sequence (P51570 whole entry, looked up): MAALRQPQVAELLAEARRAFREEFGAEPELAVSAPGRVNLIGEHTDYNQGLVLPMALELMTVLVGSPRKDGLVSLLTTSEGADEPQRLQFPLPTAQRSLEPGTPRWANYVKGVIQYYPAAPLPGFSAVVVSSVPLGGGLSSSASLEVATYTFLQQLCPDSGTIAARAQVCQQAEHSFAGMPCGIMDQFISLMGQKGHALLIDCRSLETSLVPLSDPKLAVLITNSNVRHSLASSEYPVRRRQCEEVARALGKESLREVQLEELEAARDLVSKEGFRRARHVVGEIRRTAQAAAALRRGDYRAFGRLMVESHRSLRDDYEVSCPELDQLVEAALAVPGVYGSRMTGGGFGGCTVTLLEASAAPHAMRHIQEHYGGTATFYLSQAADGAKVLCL
#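 ATP-depletion format; final 35 uM ATP, 100 uM D-galactose, 5 nM enzyme; pH 8.0 HEPES/Mg2+ buffer; 60 min RT; luminescence read 10 min after detection reagent.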
# Tb PFK block = T. brucei PFK enzyme inhibition | O15648 | T. brucei PFK, ADP-Glo luminescence | Potency, µM (doses to about 57.5 µM), inactives show at the top dose activity, negative = inhibition, usual class: inhibitors | 330,000 tested, 0.17% active | AID 485367;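 also: potency is read from the fitted curve at half-maximal effect; 0% = uninhibited 1x PFK enzyme wells and -100% = no-enzyme wells; nearly all actives have a fitted effect of over 60% in size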
# Target sequence (O15648 whole entry, looked up): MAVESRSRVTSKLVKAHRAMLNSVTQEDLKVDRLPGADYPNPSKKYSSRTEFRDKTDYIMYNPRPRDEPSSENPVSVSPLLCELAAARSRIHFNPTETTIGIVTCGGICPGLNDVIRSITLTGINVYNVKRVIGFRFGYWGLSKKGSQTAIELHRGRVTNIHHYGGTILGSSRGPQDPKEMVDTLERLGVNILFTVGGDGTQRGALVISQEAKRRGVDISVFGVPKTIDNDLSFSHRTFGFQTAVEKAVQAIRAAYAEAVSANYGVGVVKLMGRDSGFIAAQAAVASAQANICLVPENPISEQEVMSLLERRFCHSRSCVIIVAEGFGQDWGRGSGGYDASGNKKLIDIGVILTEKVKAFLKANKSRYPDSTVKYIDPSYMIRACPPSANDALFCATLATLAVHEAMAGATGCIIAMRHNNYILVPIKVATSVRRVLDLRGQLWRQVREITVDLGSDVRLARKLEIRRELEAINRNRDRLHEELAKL
#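 Activity is normalized to no-enzyme wells (full inhibition) and 1.25 nM enzyme wells (no inhibition). Reaction: 0.5 mM F6P, 0.1 mM ATP, 45 min RT, ADP-Glo luminescence; concentration-response curves fitted and classed by quality.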
# A-T KAP1 phos = potential ataxia-telangiectasia treatment | Potency, µM (titrated, usually from 57.5 µM), for inactives: at the top dose activation, most hits filed as activators | 320,000 tested, 0.19% active | […] A-T fibroblasts, KAP-1 phosphorylation AlphaLISA; neocarzinostatin DNA damage 30 min before lysis; also: potency is read from the fitted curve at half-maximal effect; % of control where 0% means no effect; nearly all actives have a fitted effect of over 45% in size
#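 hTERT-immortalized A-T patient fibroblasts ([…]), 500 cells/well in OPTI-MEM, 1% FBS, got compounds for 60 min, then NCS for 30 min at 37C. Lysates were then assayed for phospho-KAP-1 by AlphaLISA (anti-pKAP1 donor, anti-KAP1 acceptor beads), 6 hr at 25C.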
# hERG WT inh = KCNH2 (human, wildtype) channel inhibition. AID 720551. U2OS, BacMam KCNH2, thallium flux FluxOr; stronger effect = lower value. activity change, % at 1.84 µM. 340,000 tested, 0.37% active;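 active = maximum activity change below -70%; inconclusive = maximum activity change between -70% and -50%; inactive = maximum activity change above -50%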; also: % is scaled to controls: 0 for no effect and ±100 for the full control effect
#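 U2OS cells were transduced with wild-type KCNH2 virus (2.03 x 10^8 / mL) for 4 h at room temperature, then cultured overnight at 37 C. Thallium flux was read with FluxOr dye. Rate constants were normalized to DMSO controls.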
# * marks the source's active call; other numbers are inactive results; u = inconclusive; x = no result given; [ ] = dose if it differs, or a comment. Unless noted, calls follow the shape of the dose curve; as a rule, active = well fitted curve in the direction sought with a large enough effect; inconclusive = small, poorly fitted or top-dose-only effect, or another doubt; inactive = no such curve, though single readings can be large; an effect the other way counts as inactive or inconclusive.
structure,BCR signal inh,TSHR antag,Giardia killer,TCR activator,Coupling enz,CXXC DNA block,GALK inhibitor,Tb PFK block,A-T KAP1 phos,hERG WT inh
O=C(COC(=O)c1ccc(S(=O)(=O)C(F)F)cc1)Nc1ccccc1C(=O)NC1CC1,u,-14,-13,4%,x,x,x,0%,2%,4
CC(C)C(C)NC(=O)CN1C(=O)NC2(CCCCCC2)C1=O (configuration not stated),-2%,-6,-13,8%,-1,6%,10%,2%,-2%,-1
O=C(NC(=S)Nc1ccc(C(=O)N2CCOCC2)cc1)c1ccc([N+](=O)[O-])cc1,3%,-48,32[activator],1%,0,9%,1%,4%,21%,-33
CC(CCc1ccccc1)N(C)CC(O)c1cccc([N+](=O)[O-])c1 (configuration not stated),0%,9,6,5%,0,-3%,3%,-1%,-4%,43
CCCCNC(=S)NNC(=O)C12CC3CC(CC(C3)C1)C2,11%,-1,5,-4%,3,10%,-1%,-14%,14%,24
CCCCc1nn(-c2cc(Cl)ccc2OC)c2c1C(=O)CC(C)(C)C2,0%,-9,18,2%,0,-4%,0%,-4%,6%,1
COc1ccc(-c2c(-c3cc(OC)cc(OC)c3)n(C)c3ccc(-c4cc(F)cc(OC)c4)cc23)cc1,-2%,-13,1,11%,x,x,x,6%,3%,0
CCNC(=O)CSc1nnc(CN2CCCCCC2=O)n1-c1ccccn1,-4%,-2,10,-2%,0,6%,8%,-2%,5%,-5
Cc1ccc2c(c1)c(C)cc(=O)n2CCC(=O)O,-10%,-7,-7,x,5,-1%,-1%,-11%,4%,7
COc1ccccc1NC(=O)c1ccc(S(=O)(=O)N2CCCC(C)C2)cc1 (configuration not stated),2%,-6,-2,3%,1,14%,0%,-2%,6%,-6
Cc1ccc(NC(=O)c2ccoc2C)cc1C,3%,2,-14,-3%[46.1 µM],-4,-2%,6%,-14%,-2%,-12
COc1ccc(N(CN2C(=O)C3CC=CCC3C2=O)C(=O)c2ccco2)cc1 (configuration not stated),6%,2,3,2%,3,-2%,2%,-3%,-5%,0

# A different layout for two compounds above.
# Fields: BCR signal inh	TSHR antag	Giardia killer	TCR activator	Coupling enz	CXXC DNA block	GALK inhibitor	Tb PFK block	A-T KAP1 phos	hERG WT inh
CC(CCc1ccccc1)N(C)CC(O)c1cccc([N+](=O)[O-])c1 (configuration not stated)
 : 0%	9	6	5%	0	-3%	3%	-1%	-4%	43
O=C(COC(=O)c1ccc(S(=O)(=O)C(F)F)cc1)Nc1ccccc1C(=O)NC1CC1
 : u	-14	-13	4%	x	x	x	0%	2%	4

# Next records.
structure,BCR signal inh,TSHR antag,Giardia killer,TCR activator,Coupling enz,CXXC DNA block,GALK inhibitor,Tb PFK block,A-T KAP1 phos,hERG WT inh
CC(=O)N[C@@H](CC(=O)N[C@H](CCC(=O)O)C(=O)O)C(=O)O,-1%,3,18,-12%,x,x,x,-1%,-4%,-2
CC(=O)NC1(C(F)(F)F)NC(=O)N(C2CCCCC2)C1=O (configuration not stated),3%,29,-22,4%,x,6%,-1%,1%,0%,-2
COc1ccc(C)cc1NC(=O)CCN1CCCC1,-3%,1,-16,x,7,-1%,-2%,11%,1%,0
CCOCC(=O)Nc1ccc2c(c1)OCCO2,-1%,8,-27,1%,3,4%,1%,5%,18%,14
Fc1cccc(-c2cc3nc4c(c(N5CCC6(CC5)OCCO6)n3n2)CCCC4)c1,u,7,0,-7%,-3,10%,-1%,-19%,-1%,-2
Cc1cc2cc(OCC(=O)O)ccc2n1C,u,2,1,4%[46.1 µM],-3,-2%,1%,3%,-4%,-5
COc1cc2nc(-c3ccccc3)nc(N3CCCC3)c2cc1OC,u,6,x,x,-2,-4%,3%,-5%,4%,x
Cc1ccc2nc(N3CCC(C(=O)NC4CCCCC4)CC3)sc2c1,1%,2,9,2%,x,6%,4%,0%,1%,2
CCOC(=O)c1cc(NC(=O)Nc2nccs2)c(C)nc1C,-1%,3,8,-32%[inhibitor][46.1 µM],1,4%,0%,-8%,3%,10
CC(C)c1c(C#N)c(N)nc(SCC(=O)c2cc3ccccc3oc2=O)c1C#N,11%,-2,43[activator],-5%,0,-3%,0%,1%,4%,-3
CC(C)CCNC(=O)NC(=O)COc1ccccc1C#N,u,-3,-3,15%,0,1%,0%,-3%,-2%,-9
COCCCNC(=O)CN(c1cc(Cl)ccc1OC)S(=O)(=O)c1ccc(C)c([N+](=O)[O-])c1,u,3,11,13%,-2,4%,-1%,0%,0%,-16
CCOc1ccc(NC(=O)CN2C(=O)COc3ccc(Cl)cc32)cc1,11%,4,u,-3%,4,-10%,1%,-1%,2%,6
O=[N+]([O-])c1ccc2[nH]c(O)c(N=NC(=S)NCC3CCCO3)c2c1 (configuration not stated),-1%,-3,-14,-4%[46.1 µM],1,-8%,0%,0%,-5%,-2
CSCCC(NS(=O)(=O)c1ccc(C)cc1)C(=O)NCC(C)(C)N1CCOCC1 (configuration not stated),u,-6,6,x,x,x,x,-1%,1%,-9
CCN(CC)C(=O)CSc1ncnc2sc(C)c(C)c12,-5%,1,-11,4%,3,-3%,3%,-1%,5%,-4
Cc1ccc(S(=O)(=O)N2CCN(C(=O)COC(=O)C3CCC3)CC2)c(C)c1,10%,-9,13,6%,x,x,x,-1%,0%,4
Cc1cc(Cl)ccc1C(=O)C1CCCN(C(=O)CN2CCOC2=O)C1 (configuration not stated),-14%,-12,-1,-2%,x,10%,-5%,3%,7%,8
COc1ccccc1NC(=O)CCC(=O)N/N=C(/C)c1ccc(C)cc1,2%,-1,0,4%[46.1 µM],1,2%,0%,1%,-2%,-7
CCCCOc1ccc(C(=O)N(Cc2ccco2)C2CCS(=O)(=O)C2)cc1 (configuration not stated),6%,2,-29,-17%,-2,-8%,0%,-4%,-6%,-3
O=C(CSc1nc2ccccc2n1-c1ccccc1)NCC1CCCO1 (configuration not stated),3%,-20,33[activator],1%,-1,0%,3%,4%,19%,-5
O=c1c2sccc2nc(SCc2ccc([N+](=O)[O-])cc2)n1Cc1ccccn1,-8%,-4,6,3%[46.1 µM],4,0%,3%,0%,22%,-4
CN1CCN(NC(=O)Nc2ccc(Br)cc2Cl)CC1,u,3,23,-10%,2,0%,-7%,1%,39%,-2
CCCCNCCOCCOc1ccc(Cl)cc1Br,0%,2,8,-9%[46.1 µM],0,3%,2%,-1%,-5%,59

# Looked up one by one from above (four):
structure,BCR signal inh,TSHR antag,Giardia killer,TCR activator,Coupling enz,CXXC DNA block,GALK inhibitor,Tb PFK block,A-T KAP1 phos,hERG WT inh
CSCCC(NS(=O)(=O)c1ccc(C)cc1)C(=O)NCC(C)(C)N1CCOCC1 (configuration not stated),u,-6,6,x,x,x,x,-1%,1%,-9
CCCCNCCOCCOc1ccc(Cl)cc1Br,0%,2,8,-9%[46.1 µM],0,3%,2%,-1%,-5%,59
Cc1cc(Cl)ccc1C(=O)C1CCCN(C(=O)CN2CCOC2=O)C1 (configuration not stated),-14%,-12,-1,-2%,x,10%,-5%,3%,7%,8
CN1CCN(NC(=O)Nc2ccc(Br)cc2Cl)CC1,u,3,23,-10%,2,0%,-7%,1%,39%,-2

# Next section:
structure,BCR signal inh,TSHR antag,Giardia killer,TCR activator,Coupling enz,CXXC DNA block,GALK inhibitor,Tb PFK block,A-T KAP1 phos,hERG WT inh
O=C(Nc1cccc(S(=O)(=O)NC2=NCCC2)c1)c1ccccc1OC(F)F,-8%,-7,-2,-1%,x,x,x,-7%,x,1
COC(=O)c1ccccc1NC(=O)c1cc2ncc(Br)cn2n1,x,x,0,-7%,1,-2%,3%,x,x,-5
O=c1ccc(-c2ccc(S(=O)(=O)Nc3ccc(F)cc3)s2)n[nH]1,-18%,-3,-1,-6%,x,-4%,1%,1%,1%,u
Cc1ccc(CSc2nnc3ccc(-c4ccncc4)nn23)cc1,-15%,-7,3,-5%,0,2%,-2%,-2%,4%,2
CC(=O)Nc1ccc(S(=O)(=O)Nc2cccc(-c3csc(C)n3)c2)cc1,-20%,1,6,-6%,0,5%,2%,-9%,10%[11.5 µM],3
Cc1cc(Cl)c(OCCOCCN2CCN(C)CC2)c(Br)c1,1%,-1,-17,3%,-3,1%,-3%,-9%,5%,22
CCC1C(O)=C(c2ccccn2)C(=N)N1c1ccccc1 (configuration not stated),u,-6,-4,-2%,-12,-10%,4%,-1%,-2%,1
COc1cc(C2CC(c3cccnc3)=NN2c2ccc(F)cc2)cc(OC)c1OC (configuration not stated),u,-1,-3,-14%,-5,-5%,9%,-2%,3%,x
CCOC(=O)c1oc2ccccc2c1CSc1nnnn1-c1ccccc1,2%,3,-10,10%,1,1%,1%,0%,9%,-5
